From PubChem
LMP1 NFkB inh – reduces LMP1-driven NF-kappaB luciferase signal; LMP1-induced NF-kappaB luciferase reporter cells, luminescence; actives 0.69% (n = 350,000); inhibition, % at 12.5 µM; in the data active means inhibition above about 41%;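 further: 0% = neutral control wells and 100% = reference inhibitor control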
SRC1 inh – inhibits human SRC1 coactivator. Q15788. inhibition, % at 3.6 µM. AID 588354. HEK293 GAL4-SRC1 luciferase reporter, luminescence. actives 0.12% (n = 360,000);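 active means inhibition above the campaign mean plus 3 SD, with each screening campaign given its own cutoff, cut at about 60% in these data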;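 further: 0% = DMSO treated cells and 100% = gossypol at 36 µM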
NR5A2 inv ag – inverse agonists of human LRH-1 (NR5A2); O00482; HEK293T StAR-luciferase reporter, LRH-1 transfected, 24 h; inhibition, % at 3.6 µM; actives 0.13% (n = 360,000);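 active means inhibition above the mean inhibition of all tested compounds plus 3 SD, cut at about 73% in these data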;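 further: 0% = DMSO wells and 100% = reporter-only cells lacking LRH-1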
Target sequence (O00482 whole entry, looked up): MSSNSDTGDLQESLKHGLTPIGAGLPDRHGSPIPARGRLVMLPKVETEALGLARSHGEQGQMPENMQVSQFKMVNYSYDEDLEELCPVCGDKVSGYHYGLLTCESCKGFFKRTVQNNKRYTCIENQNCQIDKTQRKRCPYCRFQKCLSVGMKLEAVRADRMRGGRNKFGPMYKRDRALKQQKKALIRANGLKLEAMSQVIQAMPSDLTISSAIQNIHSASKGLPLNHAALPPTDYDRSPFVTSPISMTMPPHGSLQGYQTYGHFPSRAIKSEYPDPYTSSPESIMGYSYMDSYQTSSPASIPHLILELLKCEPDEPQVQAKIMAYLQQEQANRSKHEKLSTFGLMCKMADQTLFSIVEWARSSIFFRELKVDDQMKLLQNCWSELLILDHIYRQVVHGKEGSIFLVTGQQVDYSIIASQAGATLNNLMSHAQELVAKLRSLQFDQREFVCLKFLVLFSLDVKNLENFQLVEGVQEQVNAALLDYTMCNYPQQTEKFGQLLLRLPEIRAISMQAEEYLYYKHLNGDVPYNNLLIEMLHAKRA
CF NFkB inh – inhibitors of cystic fibrosis induced NF-kB | AID 588850 | inhibition, % at 5 µM | KKLEB NF-kB-GFP reporter, PAF-induced, GFP fluorescence overnight | actives 0.86% (n = 360,000);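 active means at least 50% inhibition at 5 µM, scaled per plate between neutral and stimulator controls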;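 further: PAF is a Pseudomonas aeruginosa culture filtrate used as stimulus; plate controls were PAF-stimulated DMSO wells for no effect and unstimulated DMSO wells for full effect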
TWEAK-Fn14 inh – TWEAK-Fn14 signaling inhibition. TWEAK-stimulated Fn14 reporter cells, luciferase luminescence, 8 h. inhibition, % at 10 µM. actives 2% (n = 360,000); in the data active means inhibition above about 50%
NR2F2 inh – blocks human COUP-TFII nuclear receptor; HEK293T NGFI-A luciferase reporter, luminescence; inhibition, % at 8.6 µM; actives 0.7% (n = 370,000);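 active means inhibition above a per-plate cutoff, mean inhibition of test wells between control levels plus 3 SD, cut at about 38% in these data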;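 further: cells cotransfected with COUP-TFII expression vector driving the NGFI-A reporter; 0% = median of COUP-TF2 test wells and 100% = reporter-only cells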
Target sequence (P24468 whole entry, looked up): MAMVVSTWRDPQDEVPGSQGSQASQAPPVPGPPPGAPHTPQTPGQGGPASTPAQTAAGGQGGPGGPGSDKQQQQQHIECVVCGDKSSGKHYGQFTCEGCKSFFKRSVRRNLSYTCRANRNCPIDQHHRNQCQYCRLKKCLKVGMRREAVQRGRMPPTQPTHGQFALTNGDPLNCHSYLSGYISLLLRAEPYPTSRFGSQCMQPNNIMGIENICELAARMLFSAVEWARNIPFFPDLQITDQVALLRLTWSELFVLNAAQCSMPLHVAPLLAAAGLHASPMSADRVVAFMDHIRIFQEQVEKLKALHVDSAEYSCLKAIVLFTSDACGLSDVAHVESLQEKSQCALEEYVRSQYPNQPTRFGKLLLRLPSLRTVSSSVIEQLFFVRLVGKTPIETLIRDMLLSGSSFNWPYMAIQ
TRAIL sens C8 – caspase-8 TRAIL sensitization; AID 624354; actives 1% (n = 360,000); inhibition (viability loss, TRAIL sensitization), % at 10 µM; NB7+C8 cells + TRAIL, ATPlite viability luminescence;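 active means compounds causing at least 50% loss of cell viability in the single-dose screen, relative to plate controls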
NCOA3 inh – inhibits human SRC3 coactivator. Q9Y6Q9. HEK293 GAL4-SRC3 luciferase reporter, luminescence. inhibition, % at 3.6 µM. actives 0.17% (n = 360,000). AID 588352;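 active means inhibition above a per-campaign cutoff, the mean of all compounds plus 3 SD, cut at about 60% in these data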;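 further: 0% = DMSO-treated cells and 100% = gossypol-treated cells at 36 µM; higher means less SRC3-driven luciferase light from the GAL4 reporter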
TROY NFkB inh – inhibitors of TROY-dependent NF-kB signaling; Q293 LMP1-TROYcd NF-kB luciferase reporter, 4 h; inhibition, % at 10 µM; actives 0.98% (n = 360,000);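 active means compounds whose plate-normalised and pattern-corrected inhibition of the luciferase reporter signal at the single screening dose is 50% or more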
KKLEB cytotox – CF airway cell cytotoxicity counter-screen; KKLEB CF airway cells viability, ATPlite luminescence, overnight; hits give low values; cells stimulated with P. aeruginosa culture filtrate; activity change (cytotoxicity), % at 5 µM; actives 0.36% (n = 360,000); AID 602141;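 active means corrected activity change at or below -50% at 5 µM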
Shn3 inh set2 – reduces Shn3 3'UTR luciferase signal in osteoblasts; Clone20 osteoblast Shn3 3'UTR firefly luciferase, 24 h; inhibition, % at 12.5 µM; actives 0.52% (n = 360,000); AID 588674;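 active means mean inhibition of at least 75% with every replicate also reaching 75%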;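 further: 0% = median of neutral control wells and 100% = pilot-screen positive control compound; some compounds past the cut are filed as inactive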
An asterisk follows results filed as active; . = not tested or not shown. These rows are one share of the data. The share of hits here may be higher or lower than overall.

mol	LMP1 NFkB inh	SRC1 inh	NR5A2 inv ag	CF NFkB inh	TWEAK-Fn14 inh	NR2F2 inh	TRAIL sens C8	NCOA3 inh	TROY NFkB inh	KKLEB cytotox	Shn3 inh set2
COCCSc1ccccc1C(=O)NCC1CCCO1 (stereo unspecified)	4	9	-2	12	-1	10	-3	9	-4	-7	10
CNC(=O)COC(=O)c1cc(SC)ccc1Cl	10	-11	-9	-18	21	-17	4	5	-11	-8	-2
O=C(Nc1c(C(=O)NCc2ccco2)cnn1-c1ccccc1)c1cccc(F)c1	-9	0	-3	2	-3	-6	-6	12	-6	4	1
COc1ccc([N+](=O)[O-])cc1NC1CCN(C(=O)c2cccs2)CC1	1	19	11	26	5	-5	10	30	-39	-8	23
CC1CCCCC1Nc1nc2ccc(Cl)cc2n2cnnc12 (stereo unspecified)	-1	-8	-25	12	-6	3	9	11	-15	5	6
CCCCCn1c(=N)c(S(=O)(=O)c2ccc(Br)cc2)cc2c(=O)n3cccc(C)c3nc21	11	3	-3	16	-4	-9	10	10	10	9	31
C/C(=N\NC(=O)c1cccc([N+](=O)[O-])c1)c1cccc(NC(=O)C2CC2)c1	5	-28	2	-19	-13	-1	0	-27	-6	4	-4
Cc1ccc(-n2nc(-c3ccccc3)cc2Nc2ccccc2N)cc1	5	0	10	-2	6	-11	-8	10	22	1	-12

(more compounds)
mol	LMP1 NFkB inh	SRC1 inh	NR5A2 inv ag	CF NFkB inh	TWEAK-Fn14 inh	NR2F2 inh	TRAIL sens C8	NCOA3 inh	TROY NFkB inh	KKLEB cytotox	Shn3 inh set2
O=C(Nc1ccon1)c1cc(-c2ccccc2)nc2ccccc12	6	1	17	-9	21	15	1	20	-1	4	18
Cc1ccccc1C(=O)N1CCN(c2ccc([N+](=O)[O-])c(N3CCOCC3)c2)CC1	-3	7	35	6	11	-19	-5	15	-8	-1	1
CCOC(=O)C1=NNC2C(=O)N(C3CCCCC3)C(=O)C12 (stereo unspecified)	7	-26	-7	-2	-6	10	10	2	-1	10	16
O=C(CCCCCNC(=O)N1CCn2c1nc1ccccc12)NCc1ccccc1	2	-6	2	11	-2	9	3	4	-13	17	-15
COc1ccc(-c2coc3cc4oc(=O)c(CC(=O)O)c(C)c4cc23)cc1	-3	-1	10	1	-5	-8	-14	-6	0	2	-21
CCSc1ccc(-c2nn(-c3ccccc3)cc2/C=C(/C#N)C(=O)NC)cc1	-7	2	24	-8	-29	4	2	8	6	2	-7
CCOc1ccc(S(=O)(=O)Nc2ccc(S(=O)(=O)N3CCCC3)cc2)cc1	1	-16	3	-3	-8	7	1	11	-9	6	-13
Cc1ccc(C2=Nc3cccnc3C(c3ccccc3)=NN2)cc1	-7	-5	-1	17	-36	8	5	6	-13	-8	-47

Further records follow:
mol	LMP1 NFkB inh	SRC1 inh	NR5A2 inv ag	CF NFkB inh	TWEAK-Fn14 inh	NR2F2 inh	TRAIL sens C8	NCOA3 inh	TROY NFkB inh	KKLEB cytotox	Shn3 inh set2
CC(Oc1cccc(Cl)c1)C(=O)N1CCN(c2ncccn2)CC1 (stereo unspecified)	-12	-9	20	12	4	-7	9	6	8	13	3
CCOc1ccc(CCNC(=O)C2CCCN(S(=O)(=O)N3CCCCC3)C2)cc1OCC (stereo unspecified)	.	-14	-13	8	2	26	-3	15	0	12	6
Cc1cc(-c2nn(-c3ccccc3F)cc2CN2CCCC(C(N)=O)C2)c(C)s1 (stereo unspecified)	-8	6	5	-6	8	11	-1	7	-19	0	2
COc1ccc(OC)c(NC(=O)CN2CCC(C(=O)c3ccc(C)cc3)CC2)c1	-7	1	-2	-10	3	11	-4	7	7	-1	39
c1ccc(Oc2cccc(CN3CCOCC3)c2)cc1	-9	-5	-15	16	10	-9	11	-26	-7	-3	1
O=C(CCc1nnc(-c2ccccc2)o1)NCC1CCN(C2CCCC2)CC1	-1	-16	-24	6	3	-2	0	13	-12	23	-2
Cc1ccc(N=C2NC(=O)CS2)cc1C	-9	-11	-9	-7	2	6	20	-13	-11	9	13
CC(=O)Nc1cccc(NC(=O)C2CCCN2C(=O)Nc2cccc(C)c2)c1 (stereo unspecified)	-4	-1	5	-11	0	7	1	-19	-1	3	10

Next section
mol	LMP1 NFkB inh	SRC1 inh	NR5A2 inv ag	CF NFkB inh	TWEAK-Fn14 inh	NR2F2 inh	TRAIL sens C8	NCOA3 inh	TROY NFkB inh	KKLEB cytotox	Shn3 inh set2
Cn1c(SCc2ccccc2)nnc1-c1ccc2c(c1)OCO2	-22	-60	-91	-3	-31	-19	11	-38	-46	2	-34
COc1ccc(N2CCOCC2)c(NC(=O)c2cccnc2)c1	-2	15	18	-9	0	0	1	11	-12	0	-5
C/C(=N\NC(=O)c1nnn(-c2nonc2N)c1CN1CCC(C)CC1)c1cccc(Br)c1	5	2	-8	9	-15	12	13	5	13	-3	-4
CN(C)S(=O)(=O)c1ccc(N2CCCC2)c(C(=O)Nc2nccs2)c1	-14	-4	-3	3	17	-1	-1	20	-2	-11	3
O=S1(=O)N=C(N(CCO)/N=C/c2ccc(Br)cc2)c2ccccc21	5	-18	17	9	-12	-8	-2	12	-11	5	-7
COC(=O)[C@H](CCSC)NC(=O)Cn1cnc(C(=O)Nc2ccc(C)c(C)c2)n1	1	-161	-45	-10	1	-44	34	-48	-54	4	-39
S=c1[nH]nc(CCCc2n[nH]c(=S)o2)o1	1	5	7	8	15	-4	1	17	-10	0	-2
CCC(Sc1ncccc1C(=O)OCCN1CCCC1=O)C(=O)NCc1ccco1 (stereo unspecified)	-4	10	6	9	12	0	14	18	6	3	8

Three of the entries above in order of their number in SRC1 inh, smallest number first:
| SMILES | SRC1 inh |
| --- | --- |
| COC(=O)[C@H](CCSC)NC(=O)Cn1cnc(C(=O)Nc2ccc(C)c(C)c2)n1 | -161 |
| O=S1(=O)N=C(N(CCO)/N=C/c2ccc(Br)cc2)c2ccccc21 | -18 |
| CCC(Sc1ncccc1C(=O)OCCN1CCCC1=O)C(=O)NCc1ccco1 (stereo unspecified) | 10 |

Continued.
mol	LMP1 NFkB inh	SRC1 inh	NR5A2 inv ag	CF NFkB inh	TWEAK-Fn14 inh	NR2F2 inh	TRAIL sens C8	NCOA3 inh	TROY NFkB inh	KKLEB cytotox	Shn3 inh set2
CC(C)(C)c1ccc(OCc2nnc(SCC(N)=O)n2N)cc1	-3	5	-2	15	-8	-19	0	15	-6	-2	-6
Cc1n[nH]c(C)c1N=Nc1ccc(Br)cc1	11	-9	-21	19	-2	-13	-2	3	-29	-15	0
C=C1C[C@H]2[C@@H]3CCc4cc(OC)ccc4[C@H]3CC[C@]12C	-2	1	-19	13	-6	11	7	10	-10	-15	-1
CC(=O)Oc1cccc(C2=CC(=O)CC(C)(C)C2=O)c1	2	9	-1	-4	-2	-3	-12	-11	-12	14	14
Cc1ccc(S(=O)(=O)N(CC(=O)N/N=C\c2cccs2)c2cccc3cccnc23)cc1	7	-1	-2	4	17	7	6	-1	-23	0	5
CCOC(=O)N1CCN(C(=O)c2ccc(CNS(=O)(=O)c3ccc(C)cc3)cc2)CC1	-7	-9	9	12	-22	-11	-5	20	-12	-2	-3
O=C(O)c1cccc(S(=O)(=O)Nc2ccc(N3CCCCC3)cc2)c1	-12	2	-10	-1	-3	9	-17	-2	-8	15	-3
CC1=NN(Cc2ccccc2)C(=O)C1C(c1ccccc1)C(C#N)C#N (stereo unspecified)	7	-17	-3	15	5	17	-11	-4	6	-5	-21

Other entries.
mol	LMP1 NFkB inh	SRC1 inh	NR5A2 inv ag	CF NFkB inh	TWEAK-Fn14 inh	NR2F2 inh	TRAIL sens C8	NCOA3 inh	TROY NFkB inh	KKLEB cytotox	Shn3 inh set2
C[C@H](NC(=O)c1nc[nH]c1C(=O)N[C@@H](C)c1ccccc1)C(=O)OC(C)(C)C	-1	-5	1	26	-12	-16	-2	-13	15	-4	-1
CCC(C)[C@H](NC(=O)C1CCN(C(=O)[C@H](Cc2ccccc2)NS(=O)(=O)c2ccc(C)cc2)CC1)C(=O)O (stereo partly specified)	-8	-7	-12	2	4	-13	4	6	13	5	-7
CCCCn1c(N)c(N(Cc2ccccc2OC)C(=O)c2ccc(N3CCCC3=O)cc2)c(=O)[nH]c1=O	-6	-7	-17	4	-1	-3	13	2	14	-7	5
COc1ccc(CCNC(=O)COc2ncnc3cc([N+](=O)[O-])ccc23)cc1	9	0	16	-1	-7	1	1	-9	-12	-2	17
CCOC(=O)c1ccccc1NC(=O)COC(=O)C(CCSC)NC(=O)COc1ccccc1 (stereo unspecified)	3	10	1	2	-7	.	-18	-16	-25	10	19
O=C(NCCCn1cccn1)c1cc(COc2ccc(F)cc2Cl)on1	-1	-8	-1	5	5	-19	-4	-10	-17	-24	-25
O=C(NCc1cccs1)C1CCN(S(=O)(=O)c2cccc3cccnc23)CC1	2	-6	0	-16	-10	12	4	27	-1	3	0
Cc1ccccc1NC(=S)N(CCN(C)C)C(C)c1cccnc1 (stereo unspecified)	1	-3	-3	9	6	-1	-3	12	-3	1	10

Later entries:
mol	LMP1 NFkB inh	SRC1 inh	NR5A2 inv ag	CF NFkB inh	TWEAK-Fn14 inh	NR2F2 inh	TRAIL sens C8	NCOA3 inh	TROY NFkB inh	KKLEB cytotox	Shn3 inh set2
N#Cc1ccncc1S(=O)c1ccc(Cl)cc1 (stereo unspecified)	13	-9	-9	-25	9	11	27	2	6	6	-12
CN(CC(=O)Nc1ccc(F)cc1)C(=O)COC(=O)/C=C/c1ccc(OC(F)F)cc1	-4	-4	-23	2	-2	-15	0	-1	-3	-13	2
NC(N)=NS(=O)(=O)c1ccc(NC(=S)NC(=O)/C=C/c2ccc(F)cc2)cc1	-10	7	4	-18	0	-3	5	-10	9	10	5
O=C(/C=C/c1ccccc1)NCCCNC(=O)/C=C/c1ccccc1	-13	-14	-6	-44	-18	-5	14	-2	-13	14	-5
O=S1(=O)c2c(F)cccc2OC(COc2ccccc2)CN1CCc1ccc(F)cc1 (stereo unspecified)	-18	-1	-15	4	-6	5	14	-21	-25	16	-42

Of the compounds above, 7 have an aryl methoxy group:
mol	LMP1 NFkB inh	SRC1 inh	NR5A2 inv ag	CF NFkB inh	TWEAK-Fn14 inh	NR2F2 inh	TRAIL sens C8	NCOA3 inh	TROY NFkB inh	KKLEB cytotox	Shn3 inh set2
COc1ccc([N+](=O)[O-])cc1NC1CCN(C(=O)c2cccs2)CC1	1	19	11	26	5	-5	10	30	-39	-8	23
COc1ccc(-c2coc3cc4oc(=O)c(CC(=O)O)c(C)c4cc23)cc1	-3	-1	10	1	-5	-8	-14	-6	0	2	-21
COc1ccc(OC)c(NC(=O)CN2CCC(C(=O)c3ccc(C)cc3)CC2)c1	-7	1	-2	-10	3	11	-4	7	7	-1	39
COc1ccc(N2CCOCC2)c(NC(=O)c2cccnc2)c1	-2	15	18	-9	0	0	1	11	-12	0	-5
C=C1C[C@H]2[C@@H]3CCc4cc(OC)ccc4[C@H]3CC[C@]12C	-2	1	-19	13	-6	11	7	10	-10	-15	-1
CCCCn1c(N)c(N(Cc2ccccc2OC)C(=O)c2ccc(N3CCCC3=O)cc2)c(=O)[nH]c1=O	-6	-7	-17	4	-1	-3	13	2	14	-7	5
COc1ccc(CCNC(=O)COc2ncnc3cc([N+](=O)[O-])ccc23)cc1	9	0	16	-1	-7	1	1	-9	-12	-2	17
